High-throughput results as filed in PubChem BioAssay.
NCI-60 one-dose screen, 48 h, at 10 µM unless noted. Numbers give growth in % (100 = growth as untreated, 0 = no growth, -100 = all killed).
OVCAR-8 – OVCAR-8 ovarian cancer; actives 4.4% (n = 81,000)
NCI/ADR-RES – NCI/ADR-RES ovarian cells. actives 4.4% (n = 81,000). AID 1794790
OVCAR-4 – OVCAR-4 ovarian cancer cells; actives 3.7% (n = 80,000); AID 1794784
SK-OV-3 – SK-OV-3 ovarian cancer cells; actives 3.2% (n = 80,000)
OVCAR-3 – OVCAR-3 ovarian cancer. actives 7% (n = 79,000)
IGROV1 – IGROV1 ovarian cancer; actives 4.7% (n = 79,000)
DU-145 – DU-145 prostate cancer | actives 4.2% (n = 81,000)
OVCAR-5 – OVCAR-5 ovarian cancer; actives 2.9% (n = 82,000); AID 1794783
* marks the source's active call; other numbers are inactive results; / = no result given; & = joins results of further samples; ! = repeats disagree. Rule for the calls: active = growth percent below 10; inactive = the rest.

SMILES	OVCAR-8	NCI/ADR-RES	OVCAR-4	SK-OV-3	OVCAR-3	IGROV1	DU-145	OVCAR-5
COC(=O)CCc1c(/C=C2\N=C(c3ccc[nH]3)C=C2OC)[nH]c(C)c1C(=O)OCc1ccccc1	7.0*	9.4*	31	21	-31*	22	30	34
c1ccc2c(C3OCC4(CCCC4)CO3)cccc2c1	99&105	107&109	101&122	111&103	105&106	104&111	114&118	99&98
C(=N\N=C1c2ccccc2-c2ccccc21)/c1ccc2c(c1)OCO2	96	98	91	90	94	75	103	94
c1ccc2c(c1)ccc1nnnn12	102	111	96	102	123	/	110	103
COc1ccc2[nH]c(O)c(N=NC(=O)c3ccc(S(C)(=O)=O)cc3)c2c1	107	111	113	124	121	111	110	111
COc1cc2c(O)n(CCCN3CCOCC3)c3c4cnc5cccc(c(=O)c3c2cc1OC)c54	40	75	48	/	63	60	18	69
Clc1ccc(Nc2nc(Nc3ccccc3)nc(Nc3ccc(-c4cc(-c5ccccc5)on4)cc3)n2)cc1	83	80	68	94	89	62	88	101
COc1ccc2cc(-c3cn4ccccc4n3)ccc2c1	105	103	86	107	93	99	96	97
CCCCNC(=O)/C(=C\c1ccc(OC)c(OC)c1)NC(=O)c1ccccc1	97	96	102	98	103	103	/	102
O=C(NC(=S)Nc1ccc(-c2nc3ccccc3[nH]2)cc1)c1ccc2ccccc2c1	29	29	-19*	/	-45*	52	19	56
c1cncc(-c2nc(-c3c[nH]c4ccccc34)cs2)c1	89	97	79	104	96	102	108	93
COc1cc(/C=C/C(=O)Nc2cccnc2Nc2cc(OC)c(OC)c(OC)c2)cc(OC)c1OC	84	84	93	112	114	112	105	99
Oc1cccc(NC(=S)Nc2ccccc2)c1	95	97	102	99	115	103	122	98
Brc1ccsc1Br	122	116	107	95	122	103	126	106
COc1cc2nnc3c4ncccc4c(C#N)n3c2cc1OC	106	107	102	110	133	106	115	95
COc1ccc(-c2c(C#N)c(-c3ccco3)nc3c2c(-c2ccccc2)nn3-c2ccccc2)cc1	106	104	105	89	119	106	108	99
NS(=O)(=O)c1cc2c(cc1Cl)NC(CSCc1ccccc1)=NS2(=O)=O	99	100	101	/	116	95	114	98
Cc1cc(-c2ccc(N=Nc3c(N)c(S(=O)(=O)O)cc4cc(S(=O)(=O)O)ccc34)c(C)c2)ccc1N=Nc1c(N)ccc2cc(S(=O)(=O)O)ccc12	94	107	103	106	105	89	109	107
CN(C)S(=O)(=O)c1c([N+](=O)[O-])ncn1C	106	99	107	110	107	93	103	88
Cc1cc2c(C(C)C)c(O)c(O)c(/C=N/O)c2c(O)c1-c1c(C)cc2c(C(C)C)c(O)c(O)c(/C=N/O)c2c1O	8.3*	44	29	18	26	39	-94*	48
O=C1Nc2ccc(F)cc2C12CC(c1ccc(Br)cc1)=NN2 (stereo not drawn)	104	105	121	102	112	105	115	108
COc1cc(C(=O)C[n+]2cccc3cc[nH]c32)cc(OC)c1OC	98	97	104	86	105	84	103	96
CC(=O)Oc1ccc2ccc3ccc(C(C)=O)cc3c2c1	79	89	91	109	98	106	106	94
COc1cc(OC)cc(-c2n/c(=C\c3c(O)[nH]c4ccc(OC)cc34)cc3c2=Nc2ccccc2-3)c1	73	69	15	126	95	86	3.5*	122
C=CCn1c(C)nc2cc(Nc3nc(N4CCOCC4)nc4nc[nH]c34)ccc21	87	108	88	83	98	73	109	74
NS(=O)(=O)c1cccc(Nc2nc(SCC(=O)c3ccccc3)nc3ccccc23)c1	98	92	96	103	109	96	106	105
CCOC(=O)CC1CSC(N/N=C(\C)c2ccc3ccc(OC)cc3c2)=N1 (stereo not drawn)	94	99	101	112	104	104	110	108
COc1ccc(NC2CC(=O)N(CCc3ccccc3)C2=O)c(OC)c1 (stereo not drawn)	105	101	100	111	104	99	104	95
NS(=O)(=O)c1ccc(Nc2nc(Nc3ccccc3)nc(N3N=C(c4ccc(Cl)cc4)CC3c3ccc4c(c3)OCO4)n2)cc1 (stereo not drawn)	79	96	92	115	102	76	89	81
CNc1c(C#N)c2c(N)ncnc2n1COCCOC	108	94	95	108	94	89	106	94
COc1ccc(/C=C/C(=O)c2ccc(NC(=O)CSc3nnc(-c4ccc(OC)cc4)n3-c3ccccc3)cc2)cc1	92	102	100	100	103	111	104	108
O=[N+]([O-])c1ccc(-c2cc3c(Nc4ccc5c(cnn5Cc5ccccc5)c4)ncnc3s2)cc1	85	86	91	33	90	112	93	106
FC(F)(F)c1ccc(-c2cnn3cc(-c4ccccc4)cnc23)cc1	99	100	101	101	100	100	106	103
CCOC(=O)c1nc2c(Cl)cc(Cl)cn2c1C(=O)c1ccc(Br)cc1	44	54	63	72	80	82	95	89
CC(C)(C)n1cc(-c2ccnc(NCCCNS(=O)(=O)c3ccc(O)cc3)c2)c(-c2cccc(O)c2)n1	80	99	71	104	74	74	93	97
O=C(O)C(Cc1cc(I)c(O)c(I)c1)c1ccccc1 (stereo not drawn)	107&98	98&96	96&109	113&96	108&107	125&102	116&107	104&106
Nc1cccc(/C=C\C(=O)O)c1	97	106	105	103	108	117	109	97
COc1ccc2c(c1)Cc1cc(NC(=O)c3ccccc3-c3ccccc3C(=O)O)ccc1-2	97	96	/	95	113	121	114	109
O=C(N/N=C/c1ccc2c(c1)OCO2)c1ccccc1	102	106	115	99	102	95	115	97
Cc1cc(O)c(C(C)C)cc1N=Cc1ccc(O)cc1O	96	101	122	105	105	106	103	101
C/C=C/CCC(C)=O	94	111	86	97	115	96	99	98
CCN(CC)CCOc1ccc(/C(=C(\Cl)c2ccccc2)c2ccccc2)cc1	104&67	93&59	47&56	81&45	118&77	54	103&75	72&47
CCc1ccc(Nc2ncnc3c2cnn3-c2cccc(Br)c2)cc1	93	100	105	104	103	113	104	102
O=[N+]([O-])c1cnc(Nc2ccc(N3CCOCC3)nc2)nc1Oc1ccc(C(F)(F)F)cc1	96	97	94	101	97	80	97	105
CC(C)CCC[C@@H](C)[C@H]1CC[C@H]2[C@@H]3CC=C4c5sc(N)nc5CC[C@]4(C)[C@H]3CC[C@]12C	93	94	106	168	93	91	109	99
CSc1nc(Cl)c2cc(-c3ccc(Cl)cc3)[nH]c2n1	96	90	100	85	100	64	99	113
Cc1ccc(N2CCN(C3=C(Cl)C(=O)c4ncccc4C3=O)CC2)cc1	68	56	48	112	/	59	52	110
C=CCN1C(=O)/C(=C/c2cccs2)SC1=Nc1ccc(Cl)c(Cl)c1	99	99	104	/	106	101	105	106

Continued; the last six above are carried over.
SMILES	OVCAR-8	NCI/ADR-RES	OVCAR-4	SK-OV-3	OVCAR-3	IGROV1	DU-145	OVCAR-5
CCc1ccc(Nc2ncnc3c2cnn3-c2cccc(Br)c2)cc1	93	100	105	104	103	113	104	102
O=[N+]([O-])c1cnc(Nc2ccc(N3CCOCC3)nc2)nc1Oc1ccc(C(F)(F)F)cc1	96	97	94	101	97	80	97	105
CC(C)CCC[C@@H](C)[C@H]1CC[C@H]2[C@@H]3CC=C4c5sc(N)nc5CC[C@]4(C)[C@H]3CC[C@]12C	93	94	106	168	93	91	109	99
CSc1nc(Cl)c2cc(-c3ccc(Cl)cc3)[nH]c2n1	96	90	100	85	100	64	99	113
Cc1ccc(N2CCN(C3=C(Cl)C(=O)c4ncccc4C3=O)CC2)cc1	68	56	48	112	/	59	52	110
C=CCN1C(=O)/C(=C/c2cccs2)SC1=Nc1ccc(Cl)c(Cl)c1	99	99	104	/	106	101	105	106
CC1=C(C(=O)/C=C/c2ccc(Br)cc2)C(c2ccccc2)NC(=S)N1 (stereo not drawn)	105	100	106	104	112	92	104	100
O=C(Sc1n[nH]c(=O)[nH]c1=O)c1ccccc1	97	100	105	113	114	114	114	111
O=C(CNSc1ccc([N+](=O)[O-])cc1[N+](=O)[O-])OCc1ccccc1	100	105	100	105	114	104	116	99
CC(=O)Cc1nsc(NC(=O)c2cc(-c3ccc([N+](=O)[O-])cc3)oc2C)n1	103	110	104	106	104	101	103	110
Clc1ccc2c(c1)Nc1ccccc1S2	97	105	85	102	108	94	111	93
CC(O)(c1ccc(Cl)cc1)C(CN1CCCCC1)c1ccccc1 (stereo not drawn)	100	107	/	87	66	68	92	106
CC[N+]1(CC)CC[N+](CC)(CC)CC1	103	120	103	113	117	118	109	102
CC(=O)N[C@@H](CC(C)C)C(=O)O	105	107	113	114	121	116	109	109
CCN(CC)c1ccc(Cc2ccc(N(CC)CC)c3cccnc23)c2ncccc12	/	87	87	95	87	74	105	100
O=c1c(-c2nc3ccccc3s2)cc2c(n1NS(=O)(=O)c1ccccc1)CCCCCC2	103	98	102	102	103	100	103	101
O=c1[nH]c(-c2ccc(Cl)cc2)cn1-c1ccc(-n2cc(-c3ccc(Cl)cc3)[nH]c2=O)cc1	92	108	99	98	109	102	108	104
O=C1Nc2ccc(Br)cc2C12Oc1ccccc1C1CC(c3ccc(F)cc3)=NN12 (stereo not drawn)	94	97	85	102	96	73	100	111
Brc1ccc(/C=N/Nc2nnc(-c3ccncc3)o2)cc1	103	104	107	108	113	111	111	106
CC(=O)Nc1ccc(S(=O)(=O)CI)cc1	132	94	106	110	112	/	105	102
Cc1nnc(NC(=O)c2ccccc2O)nc1C	102	107	110	98	113	114	110	101
N#Cc1ccccc1-c1ccc(CN2CCN(c3nsc4ccccc34)CC2)cc1	/	90	67	102	91	102	92	103
COc1cc(Nc2ncccc2NC(=O)c2cn(Cc3cccc(Oc4ccccc4)c3)nn2)cc(OC)c1	88	76	93	96	85	99	86	107
CC(=O)Nc1ccc(C2CN(C)C3(C(=O)c4ccccc4C3=O)C2C(=O)c2ccccc2)cc1 (stereo not drawn)	98	92	97	97	104	84	97	93
C=NNc1ccccc1	95	84	102	102	102	89	100	109
Cc1cc(O)c(C(C)C)cc1S(=O)(=O)O (tested in a mixture with another compound)	98&14&98	2.8*!	100&90	5.4*!	-20*!	-2.3*!	5.7*!	101&28&81
C=CCn1c(-c2nonc2NC(C)=O)nc2ccccc21	104	95	120	99	101	106	104	104
CCCSc1ccc(NC(=S)Nc2ccc(OCCC(C)C)cc2)cc1	97	109	103	113	108	26	124	102
O=c1onc(-c2cc3ccccc3nc2Cl)n1-c1ccc(F)cc1	98	83	91	88	110	98	102	112
O=C(O)c1cc([N+](=O)[O-])ccc1Br	101	98	99	113	/	103	106	91

Profiles, looked up by structure. Order of screens: OVCAR-8	NCI/ADR-RES	OVCAR-4	SK-OV-3	OVCAR-3	IGROV1	DU-145	OVCAR-5
Cc1cc(O)c(C(C)C)cc1S(=O)(=O)O (tested in a mixture with another compound) is listed with 98&14&98	2.8*!	100&90	5.4*!	-20*!	-2.3*!	5.7*!	101&28&81
O=c1onc(-c2cc3ccccc3nc2Cl)n1-c1ccc(F)cc1 is listed with 98	83	91	88	110	98	102	112
Brc1ccc(/C=N/Nc2nnc(-c3ccncc3)o2)cc1 is listed with 103	104	107	108	113	111	111	106
C=NNc1ccccc1 is listed with 95	84	102	102	102	89	100	109
CC(=O)Nc1ccc(C2CN(C)C3(C(=O)c4ccccc4C3=O)C2C(=O)c2ccccc2)cc1 (stereo not drawn) is listed with 98	92	97	97	104	84	97	93

More structures
SMILES	OVCAR-8	NCI/ADR-RES	OVCAR-4	SK-OV-3	OVCAR-3	IGROV1	DU-145	OVCAR-5
Clc1ccc(-c2nc(-c3cccs3)no2)cc1	101	103	/	99	103	77	97	/
CCCc1c(OC(=O)c2ccccc2)nc2[nH]c(=O)sc2c1C	102	98	114	96	103	101	106	99
CCCCCCCCCCCC(=O)N(C)CC(=O)O	106&107	119&108	110&100	107&112	104&115	100&110	111&111	108&100
O=C1N[C@@H]2[C@@H](O)[C@@H](O)[C@H](O)C[C@H]2c2cc3c(c(O)c21)OCCO3	-14*	-0.4*	-8.8*	-11*	-13*	-17*	-2.4*	3.0*
CC(O)C1CCC2C3CCC4CC(O)CCC4(C)C3C(=O)CC12C (stereo not drawn)	108	111	100	109	105	94	109	109
COC1=C(OC)C(=O)C(SC/C=C(\C)CCCC(C)CCCC(C)CCCC(C)C)=CC1=O (stereo not drawn)	19	12	28	45	14	-9.7*	32	26
O=C(O)/C(Cl)=C/Cl	109	111	109	113	121	131	129	103
N#Cc1ccc(-c2ccc(COc3ccc(CC4SC(=O)NC4=O)cc3)cc2)cc1 (stereo not drawn)	58	38	41	70	65	68	93	96
Clc1ccc(-c2cc(-c3ccc(Cl)cc3)nc(N3CCN(CCNc4ccnc5cc(Cl)ccc45)CC3)n2)cc1	93	99	102	87	108	91	79	111
COc1ccc(CSc2nc3ccc(Cl)cc3c(=O)n2-c2ccccc2)cc1	101	113	95	107	107	92	/	103
CC1=NC(=S)NC(c2ccccc2)/C1=C1/CC(c2ccc(N(C)C)cc2)N(c2ccccc2)N1 (stereo not drawn)	104	102	110	103	109	99	106	97
Cc1cc(Cl)ccc1Nc1nc(C(F)(F)F)ccc1C(=O)N/N=C/c1ccc(N(C)C)cc1	19	16	16	42	22	21	40	43
CCOC(=O)n1cc(-c2nonc2-c2cn(C)c3ncccc23)c2cc(Br)ccc21	100	92	94	79	97	58	103	96
O=C(O)c1cc[n+]([O-])cc1	102	103	/	100	114	/	114	85
CC(=O)c1ccc(Nc2nc(SCCC(C)C)nc(-c3ccc(F)cc3)c2C#N)cc1	8.3*	24	-6.7*	99	19	16	61	53
COc1cc(N(C)C)ccc1/C=C/C(=O)c1cc(C(=O)c2ccc(Br)cc2)n2ccc(C)cc12	93	96	108	121	115	101	104	100
Oc1nc(Nc2ccccc2C(F)(F)F)sc1C=Nc1ccccc1C(F)(F)F	94	101	101	97	114	102	112	101
